Bcl-B TR3 displacers: displacers of TR3 peptide from Bcl-B, primary screen, selectivity assay for Bfl-1 inhibitor project, biochemical, fluorescence polarization; Bcl-2-like protein 10 (Homo sapiens); AID 748, 2007; 0.11% of 96,000 active; displacement, % at 20 µM; hits with a dose series show IC50 in µM; FP displacement of FITC-TR3 peptide from Bcl-B; higher % means a stronger effect;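 active = displacement above 50% at 20 µM plus a fluorescence interference ratio under 1.5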;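 note: plate controls were wells without compound for no effect and wells lacking Bcl-B protein for full effect; a part of the inactive calls stands beside numbers as strong as those of hits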
NFkB transloc inh: inhibitors of IL-1B driven NFkB p65 nuclear import, primary screen, imaging, HUVEC, IL-1B stimulus, high-content imaging; inhibition, % at 2 µM; HUVEC IL-1B NFkB p65 nuclear translocation imaging; 0.43% of 94,000 active; AID 796, 2007;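 active = inhibition above about 30% together with a positive call from visual inspection of the well image, limit read from the data; inconclusive = inhibition above a set limit but visual check negative; inactive = inhibition not above a set limit, visual check negative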;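 note: nuclear over cytoplasmic p65 intensity ratio measured by imaging; 0% = IL-1B stimulated DMSO wells and 100% = unstimulated DMSO wells; values of inactives mirror those of a sister screen read the other way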
PLAP inhibition: PLAP enzyme inhibitors, biochemical, luminescence, HTS (AID 690) | Alkaline phosphatase, placental type (Homo sapiens) | purified PLAP, luminescent substrate; higher % means a stronger effect | one-dose inhibition, % at 20 µM; IC50 in µM for titrated hits | 0.08% of 96,000 active; in the data active = a potency from the dose series; inactive = the rest, 99 in 100 with inhibition below about 30%; note: strong numbers were not always called active
MRP resist rev: reversal of MRP1-mediated doxorubicin resistance, primary screen, H69AR cells, doxorubicin co-treatment; 0.04% of 85,000 active; H69AR cells + 2 uM doxorubicin, CellTiter-Glo, 72 h; differential viability (reversal), % at 10 µM;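 active = viability drop by adding the cancer drug above about 55%, with treated viability meeting a 40% cutoff, limit read from the data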;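 note: viability without doxorubicin minus viability with 2 µM doxorubicin for each compound; larger differential means the compound sensitizes cells more to doxorubicin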
NFkB transloc pot: enhancers of NFkB p65 translocation in HUVEC – imaging, IL-1B stimulus, high-content imaging, primary screen | HUVEC IL-1B NFkB p65 nuclear translocation imaging | activation, % at 2 µM | 0.3% of 94,000 active;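 active = activation above 40%, about the mean plus 3 SD, also judged a hit on visual image review; inconclusive = activation above 40% but not a hit on visual review; inactive = activation not above 40% and no visual hit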;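 note: percent activation is computed from the nuclear over cytoplasmic p65 intensity ratio; values of inactives mirror those of a sister screen read the other way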
MRP resist rev cytotoxicity: further read-out of MRP resist rev, marked with its call; viability, %; H69AR cells, CellTiter-Glo, 72 h; measured here: cytotoxicity without doxorubicin
MRP resist rev with doxorubicin: second read-out of MRP resist rev, no call of its own (marks repeat the call); viability, %; measured here: viability with 2 uM doxorubicin; hits give low values
NFkB transloc inh cell count 2 µM: further read-out of NFkB transloc inh, marked with its call; cell count; measured here: cells passing quality filter;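 raw number of nuclei counted in each imaged well without normalization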
NFkB transloc pot cell count 2 µM: also measured in NFkB transloc pot; calls as there; cell count; measured here: cells passing quality filter
The depositor's hits bear a star. Only part of the results is shown; count on the stated rates, not on these rows.

`CCn1c(CSc2nc3ccccc3s2)n[nH]c1=S` gave Bcl-B TR3 displacers -12%, NFkB transloc inh -31, PLAP inhibition -71%, MRP resist rev 3, NFkB transloc pot 31, MRP resist rev cytotoxicity 73, MRP resist rev with doxorubicin 71, NFkB transloc inh cell count 2 µM 173 and NFkB transloc pot cell count 2 µM 173.
`O=C(Nc1ccccc1Cl)c1ccccc1Oc1ccc(C(F)(F)F)cc1[N+](=O)[O-]` gave Bcl-B TR3 displacers 2%, NFkB transloc inh -17, PLAP inhibition -25%, NFkB transloc pot 17, NFkB transloc inh cell count 2 µM 171 and NFkB transloc pot cell count 2 µM 171.
Screening Cc1ccc(C)c(NC(=O)c2nc(-c3ccccc3)n(-c3ccccc3)n2)c1 returned Bcl-B TR3 displacers -3%, NFkB transloc inh -13, PLAP inhibition -12%, NFkB transloc pot 13, NFkB transloc inh cell count 2 µM 157 and NFkB transloc pot cell count 2 µM 157.
Cc1ccc(NC(=O)CS(=O)CC(=O)Nc2cccc(C)c2C)cc1F (stereo not given) was read as Bcl-B TR3 displacers -2%, NFkB transloc inh 10, PLAP inhibition 14%, MRP resist rev 4, NFkB transloc pot -10, MRP resist rev cytotoxicity 98, MRP resist rev with doxorubicin 94, NFkB transloc inh cell count 2 µM 93 and NFkB transloc pot cell count 2 µM 93.
Screening COc1cccc2c1OC[C@@H](CO)[C@H]2N(C)C(=O)Nc1ccc(Cl)cc1 returned Bcl-B TR3 displacers 0% and PLAP inhibition -9%.
O=S(=O)(c1cccc(-c2nc3ccccc3s2)c1)N1CCCC1 was read as Bcl-B TR3 displacers -2%, NFkB transloc inh 4, PLAP inhibition -8%, MRP resist rev -2, NFkB transloc pot -3, MRP resist rev cytotoxicity 62, MRP resist rev with doxorubicin 64, NFkB transloc inh cell count 2 µM 115 and NFkB transloc pot cell count 2 µM 115.
Screening Cc1cc(=O)oc(C)c1C(=O)OCC(=O)c1ccccc1 returned Bcl-B TR3 displacers -1%, NFkB transloc inh -10, PLAP inhibition -4%, MRP resist rev -3, NFkB transloc pot 10, MRP resist rev cytotoxicity 94, MRP resist rev with doxorubicin 97, NFkB transloc inh cell count 2 µM 140 and NFkB transloc pot cell count 2 µM 140.
Screening CC1(C)CC(=O)C=C(NC2CCCCCCC2)C1 returned NFkB transloc inh -5, MRP resist rev 16, NFkB transloc pot 5, MRP resist rev cytotoxicity 93, MRP resist rev with doxorubicin 77, NFkB transloc inh cell count 2 µM 166 and NFkB transloc pot cell count 2 µM 166.
O=C(Nc1nc(-c2ccccn2)cs1)C1CC1 was read as Bcl-B TR3 displacers -6%, NFkB transloc inh -7, PLAP inhibition -76%, MRP resist rev -6, NFkB transloc pot 7, MRP resist rev cytotoxicity 80, MRP resist rev with doxorubicin 85, NFkB transloc inh cell count 2 µM 49 and NFkB transloc pot cell count 2 µM 49.
COc1ccc(C(=O)C2CCN(C(=O)c3ccc(C)cc3)CC2)cc1 was read as Bcl-B TR3 displacers 0%, NFkB transloc inh -13, PLAP inhibition -11%, MRP resist rev -20, NFkB transloc pot 13, MRP resist rev cytotoxicity 73, MRP resist rev with doxorubicin 93, NFkB transloc inh cell count 2 µM 77 and NFkB transloc pot cell count 2 µM 77.
CCC(Sc1nnc(C)s1)C(=O)Nc1nccs1 (stereo not given) was read as Bcl-B TR3 displacers -4%, PLAP inhibition 3%, MRP resist rev -12, MRP resist rev cytotoxicity 94 and MRP resist rev with doxorubicin 106.
COc1ccc(Nc2oc(COc3ccc(OC)cc3)nc2C#N)cc1 was read as NFkB transloc inh -12, MRP resist rev -8, NFkB transloc pot 12, MRP resist rev cytotoxicity 73, MRP resist rev with doxorubicin 81, NFkB transloc inh cell count 2 µM 135 and NFkB transloc pot cell count 2 µM 135.

Pulled by compound from above, 2 records:
Screening Cc1cc(=O)oc(C)c1C(=O)OCC(=O)c1ccccc1 returned Bcl-B TR3 displacers -1%, NFkB transloc inh -10, PLAP inhibition -4%, MRP resist rev -3, NFkB transloc pot 10, MRP resist rev cytotoxicity 94, MRP resist rev with doxorubicin 97, NFkB transloc inh cell count 2 µM 140 and NFkB transloc pot cell count 2 µM 140.
COc1ccc(C(=O)C2CCN(C(=O)c3ccc(C)cc3)CC2)cc1 was read as Bcl-B TR3 displacers 0%, NFkB transloc inh -13, PLAP inhibition -11%, MRP resist rev -20, NFkB transloc pot 13, MRP resist rev cytotoxicity 73, MRP resist rev with doxorubicin 93, NFkB transloc inh cell count 2 µM 77 and NFkB transloc pot cell count 2 µM 77.

Other entries:
`COC(=O)C1CCN(C(=O)C(C)Oc2ccc(Cl)cc2Cl)CC1` (stereo not given) gave Bcl-B TR3 displacers 3%, NFkB transloc inh 25, PLAP inhibition -65%, MRP resist rev 22, NFkB transloc pot -25, MRP resist rev cytotoxicity 97, MRP resist rev with doxorubicin 74, NFkB transloc inh cell count 2 µM 136 and NFkB transloc pot cell count 2 µM 136.
Screening Cc1cc(-c2c(C)n([O-])c(C)c(C)[n+]2=O)ccc1F returned Bcl-B TR3 displacers 8%, NFkB transloc inh -44, PLAP inhibition 1%, MRP resist rev -4, NFkB transloc pot inconclusive, MRP resist rev cytotoxicity 99, MRP resist rev with doxorubicin 103 and NFkB transloc inh cell count 2 µM 116.
Screening C=CCn1c(=O)/c(=C2/SC(C)=C(C)N2CC)s/c1=C1/C(=O)N(C)C(=S)N1c1ccccc1 returned NFkB transloc inh 4, MRP resist rev 28, NFkB transloc pot -4, MRP resist rev cytotoxicity 65, MRP resist rev with doxorubicin 37, NFkB transloc inh cell count 2 µM 110 and NFkB transloc pot cell count 2 µM 110.
`O=c1oc2ccccc2c(Nc2ccccc2)c1[N+](=O)[O-]` gave NFkB transloc inh 3, MRP resist rev 25, NFkB transloc pot -3, MRP resist rev cytotoxicity 96, MRP resist rev with doxorubicin 71, NFkB transloc inh cell count 2 µM 124 and NFkB transloc pot cell count 2 µM 124.
`CN1CCN(Cc2nc(N)nc(Nc3ccc4c(c3)OCCO4)n2)CC1` gave Bcl-B TR3 displacers 2%, NFkB transloc inh 8, PLAP inhibition -10%, MRP resist rev -8, NFkB transloc pot -8, MRP resist rev cytotoxicity 93, MRP resist rev with doxorubicin 100, NFkB transloc inh cell count 2 µM 58 and NFkB transloc pot cell count 2 µM 58.
Cc1[nH]n(-c2ccccc2)c(=O)c1/C=N/c1ccccn1 was read as Bcl-B TR3 displacers 0%, NFkB transloc inh -3, PLAP inhibition -108%, MRP resist rev 11, NFkB transloc pot 3, MRP resist rev cytotoxicity 90, MRP resist rev with doxorubicin 78, NFkB transloc inh cell count 2 µM 60 and NFkB transloc pot cell count 2 µM 60.
Screening COc1ccccc1C(=O)NCCn1cc(SCC(=O)Nc2cc(C)on2)c2ccccc21 returned NFkB transloc inh -4, NFkB transloc pot 4, NFkB transloc inh cell count 2 µM 104 and NFkB transloc pot cell count 2 µM 104.
Screening COc1ccc(C(=O)NCc2cn3ccccc3n2)cc1 returned Bcl-B TR3 displacers 0%, NFkB transloc inh 6, PLAP inhibition 14%, MRP resist rev -1, NFkB transloc pot -6, MRP resist rev cytotoxicity 88, MRP resist rev with doxorubicin 90, NFkB transloc inh cell count 2 µM 74 and NFkB transloc pot cell count 2 µM 74.
Screening COc1cc(CN2CCC(C(=O)N3CCCC(C)C3)CC2)cc(Br)c1O (stereo not given) returned Bcl-B TR3 displacers -2%, NFkB transloc inh -2, PLAP inhibition -32%, MRP resist rev -9, NFkB transloc pot 2, MRP resist rev cytotoxicity 82, MRP resist rev with doxorubicin 91, NFkB transloc inh cell count 2 µM 73 and NFkB transloc pot cell count 2 µM 73.
CCOc1ccccc1OCCOc1cccc(C(F)(F)F)c1 was read as Bcl-B TR3 displacers -1%, NFkB transloc inh -8, PLAP inhibition -6%, NFkB transloc pot 8, NFkB transloc inh cell count 2 µM 128 and NFkB transloc pot cell count 2 µM 128.
CSc1nc(C)c(CCOC(=O)c2cccc(C)c2)c(=O)[nH]1 was read as Bcl-B TR3 displacers 8%, NFkB transloc inh 0, PLAP inhibition -10%, NFkB transloc pot 1, NFkB transloc inh cell count 2 µM 143 and NFkB transloc pot cell count 2 µM 143.
Screening CCOC(=O)C1=C(Cn2ccc(C(F)(F)F)n2)NC(=O)NC1c1ccc2c(c1)OCO2 (stereo not given) returned Bcl-B TR3 displacers -11%, NFkB transloc inh 0, PLAP inhibition 6%, MRP resist rev -18, NFkB transloc pot 0, MRP resist rev cytotoxicity 72, MRP resist rev with doxorubicin 90, NFkB transloc inh cell count 2 µM 165 and NFkB transloc pot cell count 2 µM 165.
Cn1c(OCc2cccnc2)nc2c1c(=O)n(Cc1ccccc1)c(=O)n2C was read as Bcl-B TR3 displacers -12%, NFkB transloc inh -8, PLAP inhibition -45%, MRP resist rev 4, NFkB transloc pot 8, MRP resist rev cytotoxicity 70, MRP resist rev with doxorubicin 66, NFkB transloc inh cell count 2 µM 123 and NFkB transloc pot cell count 2 µM 123.
Screening Cc1noc(NS(=O)(=O)c2ccc(N3CC(O)=C(c4ccccc4)C3=N)cc2)c1C returned Bcl-B TR3 displacers 2%, NFkB transloc inh -27, PLAP inhibition -22%, NFkB transloc pot 27, NFkB transloc inh cell count 2 µM 142 and NFkB transloc pot cell count 2 µM 142.
CCCCN(CCCC)S(=O)(=O)c1ccc(SCC(=O)OCC)c([N+](=O)[O-])c1 was read as Bcl-B TR3 displacers 17%, NFkB transloc inh -6, PLAP inhibition 22%, MRP resist rev 7, NFkB transloc pot 6, MRP resist rev cytotoxicity 86, MRP resist rev with doxorubicin 79, NFkB transloc inh cell count 2 µM 148 and NFkB transloc pot cell count 2 µM 148.
`CN1CCN(C(=O)c2ccc(CS(=O)(=O)c3c(Cl)cccc3Cl)o2)CC1` gave NFkB transloc inh -5, MRP resist rev 1, NFkB transloc pot 5, MRP resist rev cytotoxicity 87, MRP resist rev with doxorubicin 87, NFkB transloc inh cell count 2 µM 67 and NFkB transloc pot cell count 2 µM 67.
Cn1c(SCC(=O)NCc2ccccc2)nc2ccccc21 was read as Bcl-B TR3 displacers -5%, NFkB transloc inh 7, PLAP inhibition -6%, MRP resist rev -10, NFkB transloc pot -7, MRP resist rev cytotoxicity 86, MRP resist rev with doxorubicin 96, NFkB transloc inh cell count 2 µM 140 and NFkB transloc pot cell count 2 µM 140.
Screening COc1ccc(C2=NOC(C(=O)Nc3cc(Br)ccc3O)C2)cc1OC (stereo not given) returned Bcl-B TR3 displacers -8%, NFkB transloc inh -13, PLAP inhibition -35%, MRP resist rev -22, NFkB transloc pot 13, MRP resist rev cytotoxicity 77, MRP resist rev with doxorubicin 99, NFkB transloc inh cell count 2 µM 197 and NFkB transloc pot cell count 2 µM 197.
Screening Cn1c(CNC(=O)Nc2ccccc2Cl)nnc1SCc1ccccc1 returned Bcl-B TR3 displacers -4%, NFkB transloc inh -11, PLAP inhibition -64%, MRP resist rev 2, NFkB transloc pot 11, MRP resist rev cytotoxicity 103, MRP resist rev with doxorubicin 101, NFkB transloc inh cell count 2 µM 214 and NFkB transloc pot cell count 2 µM 214.
CSC1=N/C(=C\c2ccc(Br)o2)C(=O)S1 was read as Bcl-B TR3 displacers 16%, NFkB transloc inh -40, PLAP inhibition -4%, MRP resist rev -6, NFkB transloc pot 40, MRP resist rev cytotoxicity 86, MRP resist rev with doxorubicin 92, NFkB transloc inh cell count 2 µM 71 and NFkB transloc pot cell count 2 µM 71.
`COC(CCN(C)C)(c1ccccc1)c1ccccc1` gave Bcl-B TR3 displacers 1%, NFkB transloc inh 5, PLAP inhibition 5%, MRP resist rev 8, NFkB transloc pot -5, MRP resist rev cytotoxicity 100, MRP resist rev with doxorubicin 93, NFkB transloc inh cell count 2 µM 194 and NFkB transloc pot cell count 2 µM 194.
Screening COc1ccc(C2CCCN2C(=O)c2cccs2)cc1 (stereo not given) returned Bcl-B TR3 displacers 4%, NFkB transloc inh 4, PLAP inhibition -2%, MRP resist rev 4, NFkB transloc pot -5, MRP resist rev cytotoxicity 94, MRP resist rev with doxorubicin 90, NFkB transloc inh cell count 2 µM 190 and NFkB transloc pot cell count 2 µM 190.

Assay outcomes as filed in PubChem.
